HCMV antiviral – qHTS Assay for inhibitors of the human cytomegalovirus (HCMV); activity change, negative = inhibition, % at 57.5 µM; HFF cells, HCMV-luciferase reporter, 72 h; stronger effect = lower value; 4.5% of 410,000 active; in the data active means activity change below about -60%; inconclusive means no clear call, values can overlap the other calls; inactive means above about -39%
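Two compound doses tested in HFFs infected with HCMV-luciferase, MOI 1 PFU/cell, 72 h at 37C. Lysate luminescence read with OneGlo; data normalized against buffer-only and 10uM Salinomycin inhibitor controls.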
Giardia FBPA inh – qHTS Assay for Inhibitors of Fructose-1,6-bisphosphate Aldolase from Giardia Lamblia | A8B2U2 | purified Giardia FBPA | Potency, µM (highest dose often 59.6 µM), without a hit: top-dose activity, negative = inhibition, hits mostly inhibitors | 0.71% of 290,000 active | AID 2451, 2010; further: potency means the concentration at half of the fitted maximal effect; nearly all actives have a fitted effect of over 55% in size
Target sequence (A8B2U2 whole entry, looked up): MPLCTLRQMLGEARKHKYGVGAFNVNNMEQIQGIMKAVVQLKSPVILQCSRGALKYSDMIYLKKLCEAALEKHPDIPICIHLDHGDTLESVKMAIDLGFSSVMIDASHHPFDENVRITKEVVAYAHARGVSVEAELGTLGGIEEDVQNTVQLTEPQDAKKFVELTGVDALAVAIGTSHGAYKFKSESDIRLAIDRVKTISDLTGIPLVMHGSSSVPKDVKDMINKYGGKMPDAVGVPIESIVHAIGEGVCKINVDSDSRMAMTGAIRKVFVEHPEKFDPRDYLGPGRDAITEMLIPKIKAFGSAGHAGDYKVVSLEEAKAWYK
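Giardia FBPA (40 nM reagent) was preincubated 10 min at RT with compound (up to 57.5 uM final), then substrate plus GAPDH/TPI/NAD/arsenate coupling system with diaphorase/resazurin was added; resorufin fluorescence (525/598 nm) was read after 20 min.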
HCV inhibitor – qHTS Assay for Inhibitors of Hepatitis C Virus (HCV) | AID 651820, 2012 | Potency, µM (highest dose often 41.8 µM), for inactives: at the highest dose activity change, negative = inhibition, hits mostly inhibitors | Huh7.5.1 HCVcc-Cre infection, luciferase reporter, 44 h | 3.4% of 340,000 active; further: potency means the concentration at half of the fitted maximal effect
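Cells (1,000/well) were plated 4 h before compound, then infected with HCVcc-Cre virus (~0.5 moi). After 44 h further culture, infection was read as luciferase luminescence following a 15 min substrate incubation at room temperature.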
AmpC inh detg – qHTS Inhibitors of AmpC Beta-Lactamase (assay with detergent). 0.041% of 370,000 active. P00811. Potency, µM (top dose mostly 114 µM), without a hit: at the top dose activity change, negative = inhibition, hits mostly inhibitors. AmpC hydrolysis of nitrocefin, absorbance 480 nm, 0.01% Triton;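 further: potency means the concentration at half of the fitted maximal effect; 0% = no-compound wells and -100% = no-enzyme wells; nearly all actives have a fitted effect of over 25% in size; some results filed as inactive show a strong effect at the top dose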
Target sequence (P00811 whole entry, looked up): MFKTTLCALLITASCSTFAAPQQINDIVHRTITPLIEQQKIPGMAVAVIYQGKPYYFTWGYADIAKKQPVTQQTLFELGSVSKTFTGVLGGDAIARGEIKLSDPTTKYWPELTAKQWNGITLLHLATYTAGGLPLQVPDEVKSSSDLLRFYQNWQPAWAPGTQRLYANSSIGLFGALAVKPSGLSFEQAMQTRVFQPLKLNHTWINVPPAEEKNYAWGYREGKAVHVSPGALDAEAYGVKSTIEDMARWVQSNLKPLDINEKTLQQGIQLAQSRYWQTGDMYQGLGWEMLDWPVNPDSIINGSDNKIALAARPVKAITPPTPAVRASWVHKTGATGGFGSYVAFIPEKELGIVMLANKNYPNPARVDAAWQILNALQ
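20 mM phosphate pH 7.0 + 0.01% (detergent screen) or 0.0001% Triton X-100; 5.3 nM AmpC reagent; cpd preinc 15 min RT; nitrocefin (800 uM stock) to start; A480 q20 s × 4 min; Activity was normalised to no-enzyme and no-compound control wells.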
AmpC inh no detg – qHTS Inhibitors of AmpC Beta-Lactamase (assay without detergent) | 0.52% of 330,000 active | P00811 | Potency, µM (doses to about 57.1 µM), inactives show top-dose activity change, negative = inhibition, most hits filed as inhibitors | AID 485341, 2010 | AmpC nitrocefin hydrolysis, absorbance 480 nm, 0.0001% Triton;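 further: potency means the concentration at half of the fitted maximal effect; plate controls were no compound for no effect and no enzyme for full effect; nearly all actives have a fitted effect of over 20% in size; some results filed as inactive show a strong effect at the top dose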
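AmpC (5.3 nM in the dispensed reagent) in 20 mM phosphate pH 7.0 with 0.01% (detergent screen) or 0.0001% Triton X-100 was preincubated with compounds for 15 min at room temperature. Nitrocefin was then added from an 800 uM solution, and hydrolysis was followed at 480 nm.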
Sm TGR block – qHTS Assay for the Inhibitors of Schistosoma Mansoni Peroxiredoxins; Schistosoma mansoni thioredoxin glutathione reductase (TGR), Q962Y6; purified TGR, DTNB reduction, TNB absorbance 405 nm; Potency, µM (highest dose often 114 µM), without a hit: at the top dose activity change, negative = inhibition, usual class: inhibitors; 3% of 360,000 active; AID 485364, 2010; further: potency means the concentration at half of the fitted maximal effect; nearly all actives have a fitted effect of over 60% in size
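Kinetic colorimetric format: TGR-catalysed, NADPH-driven DTNB reduction monitored via TNB absorbance. Enzyme dispensed at 20 nM; compound exposure 15 min at room temperature before reaction start.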
* marks the source's active call; other numbers are inactive results; ? = inconclusive; · = not tested or not shown; & = joins results of further samples; [ ] = dose if it differs, or a comment. Unless noted, the call rests on the fitted dose curve; in most records, active means well fitted curve in the direction sought with a large enough effect; inconclusive means small, poorly fitted or top-dose-only effect, or another doubt; inactive means no such curve, though single readings can be large; an effect the other way counts as inactive or inconclusive. Unless noted, on the % scale 0 is the no-effect control and ±100 the full control effect. An unsorted share of the library; any-hit rate near 9.9%.

SMILES	HCMV antiviral	Giardia FBPA inh	HCV inhibitor	AmpC inh detg	AmpC inh no detg	Sm TGR block
O=C(CSc1nnc2c(Cl)cc(C(F)(F)F)cn12)Nc1ccc2c(c1)OCO2	34	-2%	-9%	-4%	64%[activator]	0%
CS(=O)(=O)N1CCCC(C(=O)NCCCN2CCOCC2)C1 (stereo unspecified)	30	3%	16%	-8%	-5%	3%
COc1ccc(NS(=O)(=O)c2cccc(C(=O)N3CCN(c4ccccc4O)CC3)c2)cc1	26	·	?	-7%	-25%	-3%
COC(=O)c1cc2c(ccn2-c2ccc(F)cc2)n1CC(=O)OC(C)C	-37	-14%	?	-6%	57%	6%
CCCCN(CCCC)C(=O)c1c[nH]c2ccc(S(=O)(=O)Nc3cccc(Cl)c3C)cc2c1=O	2	·	·	-9%	-10%	-4%
CCOc1ccc(/C=C/C(=O)OCC(=O)NCCc2ccc(OCC)c(OCC)c2)cc1OC	-5	·	7.9µM*	-16%	152%[activator]	11%
Cc1ccc(-n2nnc3c(=O)n(CC(=O)N4CCCC4)cnc32)cc1	?	2%	20%	-6%	-27%	2%
CCOC(=O)C1CCC(CN(Cc2cccc(Br)c2)S(=O)(=O)c2ccc(C)cc2)CC1 (stereo unspecified)	-3	·	·	-7%	·	3%
CCCn1c(N)c(C(=O)COC(=O)/C=C/c2ccc(OC(F)F)c(OC)c2)c(=O)[nH]c1=O	-11	·	?	·	1%	·
Cc1cc(=O)oc2cc(OCC3CC(c4ccccc4Cl)=NO3)ccc12 (stereo unspecified)	-91*	-7%	-5%	-5%	-31%	-19%
COc1ccc(NC(=O)CCNS(=O)(=O)c2ccc3c(c2)c(=O)n(C)c(=O)n3C)cc1OC	?	-4%	14%	2%	-8%	-5%
CC(C)C(=O)O/N=C1\CCS(=O)(=O)c2sccc21	68	2%	10%	6%	-8%	·
C=CCOc1ccccc1CN1CCC(n2nccc2NC(=O)C2CC2)CC1	16	?	28%	-8%	-7%	-19%
CCC(C)NC(=O)c1cnc2n(c1=O)CCS2 (stereo unspecified)	-23	4%	10%	?	2%	4%
COc1ccc(N2CCN(CCCNC(=O)CN3C(=O)COc4ccccc43)CC2)cc1	-7	-6%	-14%	7%	54%	-26%
S=C(c1ccc(-c2ccccc2Cl)o1)N1CCOCC1	·	-7%	?	4%	-18%	0%
Cc1nc2ccccn2c1C(=O)NN=C1CCN(C)CC1	54	-25%	13%	4%	-36%	11%
O=C(CCCn1c(=O)[nH]c2ccc(Br)cc2c1=O)NCc1ccc(Cl)cc1	-11	3%	-1%	1%	-26%	3%
Cc1cc2nc(-c3ccc(NC(=O)C(C)C)cc3)oc2cc1C	105	3%	?	0%	-49%	6%
Cc1ccc(/C=C/c2onc(C)c2S(=O)(=O)N2CCC(C(=O)NCc3ccc(Cl)cc3)CC2)cc1	5	·	·	22%	·	0%
Cc1c(C(=O)N2CCC2)oc2ccc(Cl)cc12	-26	·	?	·	10%	·
Cc1ccc(C(=O)N2CCN(S(=O)(=O)c3ccc(C(C)C)cc3)CC2)s1	-11	·	-18%	-16%	-2%	-5%
O=[N+]([O-])c1ccc(S(=O)(=O)N2CCN=C2SCc2ccc(F)cc2)cc1	19	·	6%	-2%	-5%	-16%
Cc1cc(NCc2ccccc2)nc(N2CCOCC2)n1	-2	0%	-14%	0%	-10%	-2%
CC1CC(C)(C)NC(=S)O1 (stereo unspecified)	1&-13	-4%&0%	2%&18%	-13%&-14%	-16%&-2%	14%

A second format for part of the listing above.
Molecule: Cc1ccc(C(=O)N2CCN(S(=O)(=O)c3ccc(C(C)C)cc3)CC2)s1
  HCMV antiviral = -11
  Giardia FBPA inh = ·
  HCV inhibitor = -18%
  AmpC inh detg = -16%
  AmpC inh no detg = -2%
  Sm TGR block = -5%
Molecule: O=[N+]([O-])c1ccc(S(=O)(=O)N2CCN=C2SCc2ccc(F)cc2)cc1
  HCMV antiviral = 19
  Giardia FBPA inh = ·
  HCV inhibitor = 6%
  AmpC inh detg = -2%
  AmpC inh no detg = -5%
  Sm TGR block = -16%
Molecule: Cc1cc(NCc2ccccc2)nc(N2CCOCC2)n1
  HCMV antiviral = -2
  Giardia FBPA inh = 0%
  HCV inhibitor = -14%
  AmpC inh detg = 0%
  AmpC inh no detg = -10%
  Sm TGR block = -2%

The list continues:
SMILES	HCMV antiviral	Giardia FBPA inh	HCV inhibitor	AmpC inh detg	AmpC inh no detg	Sm TGR block
CCc1cc2c(SCC(=O)N3CCCC3=O)ncnc2s1	13	·	-6%	-17%	-8%	-1%
COc1ccc(CCNC(=O)CCCn2c(=O)c3ccccc3n(Cc3ccccc3C#N)c2=O)cc1OC	-1	·	·	18%	·	-2%
Cc1ccc(S(=O)(=O)N2[C@@H](c3ccc(C#N)cc3)C(C(=O)O)=C[C@H]2CC2CCCC2)cc1	-14	·	10%	·	-16%	·
O=C(CSc1ccccc1)Nc1ccc(C(=O)Nc2ccc(O)cc2)cc1	2	6%	-8%	5%	-21%	1%
Cc1cc(C)cc(NS(=O)(=O)c2ccc(NC(=S)Nc3ccccc3)cc2)c1	50	-7%	-1%	-17%	-37%	-13%
CC1CCN(c2ccc(NC(=O)C3CCCN3S(=O)(=O)c3ccc(F)cc3)cc2)CC1 (stereo unspecified)	-38	·	?	-10%	33%	-21%
CCOC(=O)c1ccc(NC(=S)NNC(=O)COC)cc1	19	?	0%	?	-26%	-8%
CC1CCN(c2nnc(-n3cccc3CNc3cccc(F)c3)s2)CC1	-39	·	·	-3%	·	-4%
COc1ccc(NCc2cc3cc4c(cc3n(CC(=O)Nc3ccc(C)cc3)c2=O)OCO4)cc1	-2	·	·	1%	·	-16%
COc1cc(C(=O)N/N=C2\CCS(=O)(=O)c3ccc(F)cc32)cc(OC)c1OC	-29	-3%	-8%	-5%	-22%	1%
CC(=O)/C(=N\Nc1ccc(Cl)cc1Cl)Sc1cccc2cccnc12	-103*	-1%	?	-5%	-33%	-9%
COc1ccc(C(=O)NNC(=O)CSc2ccccc2)cc1	-37	3%	16%	-5%	-14%	17%
COc1ccc(CCNC(=O)COC(=O)c2cc(S(=O)(=O)NCc3ccccc3)ccc2O)cc1OC	-28	9%	7%	-11%	3%	1%
Cc1ccc(S(=O)(=O)N=Nc2c(O)[nH]c3ccccc23)cc1	2	?	4%	-7%	-10%	-21%
c1ccc(CN2CCOCCOCCOCCOCC2)cc1	-15	-1%	24%	-7%	14%	-5%
O=C(CS(=O)(=O)c1cn(Cc2ccc(F)cc2)c2ccccc12)N1CCCCC1	-23	0%	5%	-9%	-13%	1%
CCCN1CCN(C(=O)c2cc3c(s2)-c2ccccc2S(=O)(=O)C3)CC1	·	-1%	·	-4%	-24%	-9%
CC(C)C(=O)N=C1SC2CS(=O)(=O)CC2N1Cc1ccc(Cl)cc1 (stereo unspecified)	17	15%	9%	-1%	-2%	28%
O=C(Cn1c(=O)n(CCCS(=O)(=O)C2CCCCC2)c(=O)c2ccccc21)Nc1ccccc1F	-4	·	·	?	·	3%
CC(=O)Nc1ccc(NCN2C(=O)[C@@H]3[C@H]4CC[C@H](C4)[C@@H]3C2=O)cc1	-10	4%	3%	?	-10%	-5%
Clc1ccc(C2NCCc3[nH]cnc32)cc1 (stereo unspecified)	-27	4%	-8%	-3%	2%	-23%
CCc1nnc(NC(=O)CSc2ncc(-c3ccccc3)n2C)s1	1	7%	-5%	-8%	-5%	6%
CC1(C)C2CCC1(CS(=O)(=O)Nc1ccc(S(=O)(=O)N3CCCC3)cc1)C(=O)C2 (stereo unspecified)	-31	4%	-8%	-13%	-22%	-8%
COc1ccc(CNC(=O)C(CCSC)NS(=O)(=O)c2ccc3c(c2)oc(=O)n3C)cc1 (stereo unspecified)	15	·	·	14%	·	5%
CCOCCOC(NC(=O)c1ccccc1)(C(F)(F)F)C(F)(F)F	?	2%	22%	-9%	-2%	-9%

Further compounds:
SMILES	HCMV antiviral	Giardia FBPA inh	HCV inhibitor	AmpC inh detg	AmpC inh no detg	Sm TGR block
CCNC(=O)CSc1nnc(-c2ccccc2Br)n1-c1cccc(C(F)(F)F)c1	0	-27%	1%	-4%	152%[activator]	1%
COc1c(S(=O)(=O)N2CCN(c3ccc(F)cc3)CC2)ccc(Cl)c1Cl	?	-5%	?	?	-9%	-5%
CC(C)(C)Cc1nnc(NC(=O)Cc2cccs2)s1	86	4%	6%	0%	-3%	15%
Cc1cc(NC(=O)COC(=O)CCNS(=O)(=O)c2cccc(C(F)(F)F)c2)no1	-35	-2%	-28%	6%	-7%	7%
Clc1ccsc1-c1ccnc(-n2cccc2)n1	79	0%	10%	-7%	-38%	5%
COc1ccc(NS(=O)(=O)c2ccc(N3CCCC3)c(NC(=S)Nc3ccc(SC(F)F)cc3)c2)cc1	-28	-6%	22µM*	-9%	-37%	-3%
CCOc1ccc(C(=O)NCC(=O)OCc2ccc(F)cc2Cl)cc1	-17	7%	16%	?	-14%	-2%
O=C(Cc1n[nH]c(=O)c2ccccc12)OCC(=O)c1ccc(F)c(F)c1	-2	·	9%	-12%	-19%	-12%
COC(=O)c1c(NC(=O)c2c(-c3ccccc3Cl)noc2C)sc2c1CCC2	-13	-3%	-3%	1%	-30%	-1%
CCCc1cc(C(=O)NC2CCCC2)no1	31	1%	-2%	?	2%	1%
OCCOCCOc1ccccc1OCCOCCO	-13	9%	-24%	5%	-20%	2%
CN(Cc1ccccc1)C(=O)c1ccc2c(c1)S(=O)(=O)N=C1CCCCCN12	12	·	-1%	·	-5%	·
CN(C)C(=O)CN1CCN(Cc2nc(CC3CC3)no2)CC1	0	-2%	-18%	5%	-15%	-27%
COc1ccc(OC)c(N/C(C)=C/C(=O)c2ccc(Br)cc2)c1	-16	-7%	-9%	-2%	-6%[2.29 µM]	4%
O=C(CSc1nnc(CNC(=O)c2ccco2)o1)c1ccccc1	62	0%	10%	-2%	-32%	5%
N#Cc1c(NC(=O)c2ccc(Cn3cc(Br)cn3)o2)sc2c1CCCCCC2	-99*	-7%	?	-2%	-36%	-29%
CC(=O)Oc1ccc(/C=N/NC(=O)CCSc2ccccc2)cc1	-29	1%	4%	3%	-12%	0%
CC(C)C[C@H](NC(=O)[C@H](Cc1ccccc1)n1c(=O)[nH]c2ccccc2c1=O)C(=O)N1CCC(C(=O)O)CC1	-14	8%	24%	-13%	16%	-13%
COc1ccc(NC(=O)c2ccc(C#CC(C)(C)O)cc2)cc1	-2	-2%	?	?	5%	0%
Cn1cc(-c2nnnn2-c2ccc(Cl)cc2)c(C(F)(F)F)n1	-26	8%	-5%	-14%	7%	-7%
O=C(COc1cc(Cl)ccc1Cl)Nc1nnc(C2CC2)s1	-34	·	5%	1%	-26%	-5%
Cc1cc(OCC(=O)N(Cc2ccc(N(C)C)cc2)C2CCS(=O)(=O)C2)cc(C)c1Cl (stereo unspecified)	0	·	·	13%	·	26%
COC(=O)c1ccc(Sc2ccccc2NS(=O)(=O)c2ccc(OC)cc2)nc1	10	-2%	-11%	3%	?	5%
